Screening data deposited in PubChem BioAssay by Broad Institute.
Cneo AK release – Cryptococcus neoformans cell lysis inducers, primary screen, AK release luminescence, single concentration. C. neoformans lysis, adenylate kinase release luminescence, 4 h; normalised: neutral wells 0, clomiphene wells 100. lysis activity, % at 15 µM. hit rate 0.2% among 360,000. AID 651654, 2012;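 active means mean lysis activity across replicates of at least 80%, whatever share of replicates individually reach that level; inactive means mean lysis activity below 80%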
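Material – log-phase Cryptococcus neoformans yeast cells · Input – 5 × 10^6 yeast cells/mL · Medium – fresh YPD growth medium · Doses – single compound concentration per well · Timing – static 4 h at 37 °C with compound, 1 h detection · Detection – adenylate kinase release luminescence · Read-out – signal increase indicating cell lysis · Control set – Clomiphene as positive lysis control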
CASP6 VEID inh – human caspase-6 inhibitors, primary screen, biochemical, VEID-R110 fluorescence, single point, set 2. P55212. purified caspase-6, Z-VEID-R110 cleavage fluorescence. inhibition, % at 12.5 µM. hit rate 0.53% among 350,000;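 active means mean inhibition across replicates at least about 35%, with every replicate also reaching that limit, limit read from the data; inconclusive means only one of the two criteria met; inactive means neither criterion met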;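 further: 0% = median of neutral control wells and 100% = no fluorescence left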
Target sequence (P55212 24-179 limits assumed): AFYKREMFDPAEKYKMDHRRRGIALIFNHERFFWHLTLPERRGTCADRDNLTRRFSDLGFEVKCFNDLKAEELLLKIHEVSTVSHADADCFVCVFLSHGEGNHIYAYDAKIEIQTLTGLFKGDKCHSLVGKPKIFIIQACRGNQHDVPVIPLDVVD
Target sequence (P55212 194-293 limits assumed): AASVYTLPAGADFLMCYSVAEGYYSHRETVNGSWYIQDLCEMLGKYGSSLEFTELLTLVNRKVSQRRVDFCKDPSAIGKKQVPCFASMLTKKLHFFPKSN
PGC1a acetyl inh – inhibitors of PGC1a acetylation signal, primary screen, cell-based, U2OS, AlphaScreen, inhibitor mode; hit rate 0.17% among 350,000; inhibition, % at 15.6 µM; AlphaScreen anti-acetyl-lysine; with virally co-expressed GCN5 acetyltransferase;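 active means every replicate shows inhibition of at least 40%; inconclusive means mean inhibition at least 40% but some replicate below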;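 further: 0% = neutral control wells and 100% = positive control wells; some results beyond the cut were filed as inactive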
LGR2 antag – inhibitors of bursicon-induced LGR2 CRE-luciferase signal, primary screen, cell-based, HEK293, CRE-luciferase reporter, bursicon stimulation | Drosophila bursicon receptor LGR2 (rickets) | bursicon-stimulated, 4 h | inhibition, % at 9.99 µM | hit rate 0.35% among 380,000 | AID 720647, 2013;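 active means drop in luminescence signal, shown as inhibition above about 50% in the replicate tests, limit read from the data, passing the limit was not always enough; inconclusive means probably only some replicates passing the limit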;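 further: agonist challenge used bursicon conditioned medium at about half maximal strength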
EWS-Fli block – EWS/Fli-driven NR0B1 reporter inhibitors, primary screen, A673 cells, NR0B1 luciferase, luminescence, MLPCN library; inhibition, % at 12.6 µM; AID 651661, 2012; viability-normalised; hit rate 0.67% among 350,000;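 active means mean inhibition of at least 50% after viability correction, with every replicate also passing that limit; inconclusive means mean reaches 50% but only one of two replicates passes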;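 further: firefly luciferase signal divided by Alamar Blue viability fluorescence both relative to DMSO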
PAX8 reporter – inhibitors of PAX8-driven TPO luciferase reporter, primary screen, RMG-I cells, single concentration. SteadyGlo, 24 h. inhibition, % at 12.6 µM. hit rate 1.2% among 360,000. AID 652154, 2013;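 active means mean replicate inhibition at least 60% with every replicate also reaching 60%; inconclusive means only one of the two criteria is met; inactive means mean below 60% and not all replicates reaching 60%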;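 further: luciferase light reporting Pax8 driven TPO promoter activity; plate controls were median of neutral control wells for no effect and mitoxantrone controls for full effect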
miR-122 sensor – miR-122 Renilla sensor signal increase in Huh7, primary screen, miR-122 inhibitor project, cell-based, single point, plate reader; Huh7 miR-122 Renilla luciferase sensor, 48 h; neutral wells = 0, positive control = 100; activation (reporter increase), % at 12.5 µM; hit rate 0.3% among 340,000; AID 602342, 2012;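 active means mean replicate activation score at least 90 and every replicate individually at or above 90; inconclusive means only one of the two criteria met; inactive means neither criterion met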;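 further: higher luciferase means less miR-122 activity so hits act as miR-122 inhibitors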
FN deposition inh – inhibitors of fibronectin matrix deposition, primary screen, AH1F cells, Alexa488-fibronectin fluorescence, plate reader | inhibition, % at 12.6 µM | AH1F fibroblasts, overnight | hit rate 0.086% among 350,000 | AID 743247, 2014;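 active means mean inhibition across replicates of 30% or more, regardless of how many single replicates reach that level; inconclusive means mean under 30% yet at least half of replicates reach 30%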;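 further: positive control wells lacked labelled fibronectin entirely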
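Schedule: 1 h cell adhesion before compound, then overnight fibronectin incubation; test system: AH1F fibroblast monolayer depositing Alexa488-labelled fibronectin into matrix; quantity: 10000 AH1F cells per well; probe or stimulus: fluorescent fibronectin at 24 nM final; signal: fluorescence, ex 485 nm, em 525 nm; evaluation: percent inhibition as loss of matrix-bound fibronectin fluorescence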
Starred values were filed as active, the others as inactive; ? = inconclusive; nt = no result given; [ ] = remark or other dose. An unsorted share of the library, and some 2.5% of all compounds hit somewhere here.

Every second line gives: Cneo AK release	CASP6 VEID inh	PGC1a acetyl inh	LGR2 antag	EWS-Fli block	PAX8 reporter	miR-122 sensor	FN deposition inh
O=C(N/N=C/c1cc(Cl)ccc1O)c1ccccc1Br
 : nt	-12	nt	9	0	44	nt	6
Cn1cccc1CC(=O)NNC(=O)Nc1ccc(F)cc1
 : nt	0	nt	10	-1	12	nt	-2
CCOC(=O)c1cnc2c(C(=O)OC)cccc2c1NCc1ccco1
 : 0	nt	18	nt	nt	nt	-10	-17
Cc1noc(C)c1S(=O)(=O)Nc1ccc2c(c1)C(=O)N([C@H](C)CO)C[C@H](C)[C@@H](CN(C)S(=O)(=O)c1cn(C)cn1)O2
 : nt	2	0	nt	-2	-7	nt	0
CCOC(=O)c1c(S(=O)(=O)NCCc2ccco2)c(C)n(C)c1C
 : 2	0	-3	-8	nt	7	26	6
C[C@@H]1CN([C@@H](C)CO)C(=O)c2cc(NC(=O)CCC(F)(F)F)ccc2O[C@@H]1CN(C)Cc1ccc(C(F)(F)F)cc1
 : 0	0	-13	-17	-3	17	-4[16.7 µM]	nt
CC(=O)c1ccc(NC(=O)c2ccc3c(=O)n4c(nc3c2)CCCCC4)cc1
 : 11	1	-16	1	-4	5	-4	2
COCCn1nnnc1C(c1ccccc1OC)N1CCN(C(=O)c2ccco2)CC1 (configuration not stated)
 : -1	3	-3	-9	nt	0	0	-13
CCc1ccc(NS(=O)(=O)c2ccc3[nH]cc(C(=O)N(C)Cc4ccco4)c(=O)c3c2)cc1
 : -1	15	-8	9	14	nt	-2	nt
C=CCOc1ccccc1CNn1c(C)n[nH]c1=S
 : 1	-3	2	3	5	3	-2	9
CC(=O)Oc1ccc2c(c1)C(=O)c1ccccc1CO2
 : -3	nt	10	nt	nt	-42	-35	-6
N#CCCN(C(=O)COc1ccc(C#N)cc1)c1ccc(F)cc1
 : 2	-2	-1	5	9	2	-2	6
CCNc1nc(SCC(=O)OC)nc(N(C)C)n1
 : nt	0	3	-5	-1	17	nt	-7
Cc1cccc(S(=O)(=O)N2CCCCN3[C@@H](CO)[C@@H](c4ccc(-c5ccccc5)cc4)[C@@H]3C2)c1
 : -2	-1	-9	nt	-7	-3	1[16.7 µM]	nt
COc1ccc(OC)c(-c2csc(N(C)C(=O)Cc3ccccc3)n2)c1
 : nt	-2	-13	-3	-16	-18	10	-15
CC1CCN(CC(O)COc2ccc(F)cc2)CC1 (configuration not stated)
 : 0	-6	2	8	0	-10	-7	-3
Cc1cc(/C=C2\SC(=S)N(C)C2=O)c(C)n1-c1ccccc1O
 : 2	-1	1	-32	-60	-127	-19	-16
COCCNC(=O)/C(C#N)=C/c1c(N2CCCCCC2)nc2c(C)cccn2c1=O
 : -4	1	7	10	6	7	-3	-8
COc1cccc2cc(C(C)N(CCCN3CCOCC3)C(=S)Nc3cccc(C)c3)oc12 (configuration not stated)
 : 5	4	-2	12	6	11	5	-2
O=C(C1=C[C@@H](c2ccccc2)C[C@@H](OCc2ccc(CO)cc2)O1)N1CCCC1
 : -1	3	nt	nt	-53	-18	nt	nt
O=C(CN1C(=O)C2CCCCC2C1=O)OCC(=O)c1ccc(Cl)s1 (configuration not stated)
 : 0	1	7	9	0	13	2	6
O=C(CNC(=O)Cn1cnc2sc3c(c2c1=O)CCCC3)NCc1ccccn1
 : -1	4	5	-1	3	nt	-3	nt
COCCNC(=O)C1(C)CCCN(C(=O)c2ccc(C(=O)OC)cc2)C1 (configuration not stated)
 : 3	-1	2	-5	-1	-135	-8	-10
O=C(C[C@@H]1CC[C@H](NS(=O)(=O)c2ccc(F)cc2)[C@@H](CO)O1)NC1CCC1
 : -8	-1	-11	0	0	-2	nt	nt
CN(C)S(=O)(=O)n1cc(/C=C(\NC(=O)c2ccccc2)C(=O)N2CCOCC2)c2ccccc21
 : 1	0	0	1	nt	-17	-6	1
O=C(NNC(=O)c1cccs1)c1ccc2ccccc2c1
 : nt	-2	nt	0	-6	3	nt	3
CCN1CCc2c(sc(NC(=O)c3ccc(S(=O)(=O)N4CCOCC4)cc3)c2C(N)=O)C1
 : 3	0	nt	-6	-9	1	nt	0
O=C(O)c1cc(S(=O)(=O)N2CCOCC2)ccc1N1CCCCC1
 : nt	-3	6	-17	-1	5	nt	0
O=C(C[C@H]1C=C[C@@H](NC(=O)Cc2ccccn2)[C@H](CO)O1)NCCc1ccccc1
 : 0	3	-12	14	3	nt	nt	nt
CCCNC(=O)[C@@H]1[C@@H](CO)[C@@H]2Cn3c(ccc(-c4cncnc4)c3=O)[C@H]1N2C(=O)Nc1ccccc1
 : 0	1	nt	10	-1	nt	nt	nt
Cc1ccc(NC(=O)c2ccc(OCc3c(C)noc3C)cc2)c(C)c1
 : 0	2	10	-16	-11	-11	-9	-1
COC(=O)c1ccc(NC(=O)C(C)N2C(=O)c3ccccc3C2=O)cc1 (configuration not stated)
 : -4	nt	-3	nt	nt	9	-5	2
CCCNC(=O)N1[C@H](CO)[C@H]2c3ccccc3N(C(=O)Nc3cccc(Cl)c3)C[C@H]21
 : 1	0	1	2	-3	0	-8[16.7 µM]	-1
CCc1ccc(NC(=O)C(C)OC(=O)CC(NC(C)=O)c2ccccc2)cc1 (configuration not stated)
 : nt	0	nt	0	-7	-10	9	-3
CN(C)c1ccc(-c2ccnc3c2CC(C)(C(=O)NCc2ccncc2)O3)cc1 (configuration not stated)
 : 2	2	nt	0	12	-13	12	-3
O=C(CCN1C(=O)C2C3CC(C(Br)C3Br)C2C1=O)OCC(=O)c1cccc([N+](=O)[O-])c1 (configuration not stated)
 : nt	3	-3	-1	4	12	-7	5
CCC(=O)Nc1ccc2c(c1)C(=O)N(C)C[C@@H](OC)[C@H](C)CN(Cc1ccccn1)[C@H](C)CO2
 : 43	-1	18	2	-1	3	-2[16.7 µM]	-3
COc1ccc2c3c([nH]c2c1)[C@H](CO)N(Cc1ccccc1)CC31CCN(C(=O)NC(C)C)CC1
 : nt	2	-16	-18	-1	2	nt	3
COc1ccc(/C=C/C(=O)NCc2cccnc2)cc1
 : nt	2	nt	3	-3	2	nt	0
CCCCN(C)CCC(=O)Nc1ccc(C)cc1
 : nt	-3	nt	10	-12	-19	nt	-4
Cc1cc(Cl)c2oc(C(=O)NCCN3CCCCC3CO)c(C)c2c1 (configuration not stated)
 : -5	0	3	-1	nt	nt	nt	-5
Cc1noc(C)c1NC(=O)Nc1ccc2c(c1)C(=O)N(C)[C@@H]1CC[C@@H](CC(=O)N[C@H]3CCN(Cc4ccccc4)C3)O[C@H]1CO2
 : 0	0	0	19	5	-9	-10[16.7 µM]	-4
O=C(CSc1nnc(N2CCCC2)n1-c1ccccc1Cl)N1CCN(c2ccccn2)CC1
 : -1	0	2	12	-6	9	-5	-1
C/C(CC(=O)Nc1ccccc1Cl)=N\NC(=O)C(=O)NCCO
 : -1	0	10	-19	-7	3	-3	6
COc1ccc(-c2nc3c(C)cc(Br)cn3c2Cc2ccccc2C(F)(F)F)cc1OC
 : nt	-1	nt	-10	5	10	nt	1
C[C@@H]1CN([C@@H](C)CO)C(=O)Cc2cc(NS(C)(=O)=O)ccc2O[C@H]1CN(C)S(=O)(=O)c1ccc(Cl)cc1
 : 1	4	-7	-4	-2	21	-1[16.7 µM]	nt
Cc1c(OCC(=O)NCCCN2CCOCC2)ccc2c3c(c(=O)oc12)CCCC3
 : 6	-1	-13	-26	nt	-2	-4	-8
O=C(C1CCCC1)N1CCCCN2[C@H](CO)[C@@H](c3ccc(-c4cccc(F)c4)cc3)[C@H]2C1
 : 1	1	-18	nt	22	-6	-26[16.7 µM]	nt
CCCCC(=O)Nc1ccc(NC(=O)c2ccccc2[N+](=O)[O-])cc1OC
 : nt	nt	1	6	nt	-13	nt	1
O=C(Nc1ccc(F)cc1)N[C@H]1CC[C@H](CC(=O)N2CCCCC2)O[C@H]1CO
 : 0	1	1	6	-3	-4	nt	nt
COc1ccc(S(=O)(=O)Nc2ccc3c(c2)C(=O)N([C@@H](C)CO)C[C@H](C)[C@H](CN(C)S(=O)(=O)c2ccc(OC)cc2)OCCCC[C@H](C)O3)cc1
 : -12	nt	-2	16	12	36	-12[16.7 µM]	-5
C[C@H](CO)N1C[C@H](C)[C@H](CN(C)S(=O)(=O)c2cn(C)cn2)OCCCC[C@H](C)Oc2ccc(NS(=O)(=O)c3cn(C)cn3)cc2C1=O
 : 2	0	-4	3	-15	-7	12[16.7 µM]	-10
COC(=O)c1ccc(NC(=S)N2CCN(CCO)CC2)cc1
 : 1	0	3	3	0	2	-3	2
COc1ccc(-c2nc(C#N)c(NCc3ccco3)o2)cc1
 : -7	1	?	-69	-71	-97	-6	2
O=C(CSc1ccc2c(c1)OCCO2)NCC1CCCO1 (configuration not stated)
 : 1	nt	0	nt	nt	-20	2	-9
C[C@@H]1CN([C@@H](C)CO)C(=O)c2cccc(NC(=O)c3ccncc3)c2O[C@@H]1CN(C)C(=O)Nc1ccc(F)cc1
 : -1	-4	-6	-12	3	-10	60[16.7 µM]	-31
CCN(CC)S(=O)(=O)c1cccc(C(=O)Nc2nncs2)c1
 : 0	nt	-7	3	nt	nt	11	-6
COC(=O)c1ccc(-c2ccco2)n1Cc1ccccc1Cl
 : -3	nt	-27	nt	nt	0	-3	7
CC(=O)N(C)C[C@H]1Oc2cc(C#CCC3CCCC3)ccc2S(=O)(=O)N([C@H](C)CO)C[C@@H]1C
 : -2	0	8	1	6	nt	34[16.7 µM]	8
C/C(=N\Nc1cccc(Cl)c1)c1ccc(-n2ccnc2)cc1
 : nt	5	nt	nt	-7	-7	nt	-6

New compounds follow:
Every second line gives: Cneo AK release	CASP6 VEID inh	PGC1a acetyl inh	LGR2 antag	EWS-Fli block	PAX8 reporter	miR-122 sensor	FN deposition inh
C[C@@H]1CN([C@H](C)CO)C(=O)c2cc(N(C)C)ccc2O[C@@H](C)CCCCO[C@H]1CN(C)S(=O)(=O)c1cn(C)cn1
 : -3	1	-1	-14	-4	-2	5[16.7 µM]	-5
CCCC#Cc1cnc2c(c1)C(=O)N([C@@H](C)CO)C[C@@H](C)[C@H](CN(C)C)O2
 : -2	2	-13	-25	-9	nt	-4[16.7 µM]	-6
COc1ccc(NC(=O)CSc2cc(C)nc3c(-c4ccccc4)cnn23)cc1
 : nt	-5	-12	nt	14	13	nt	-8
Cc1ccccc1S(=O)(=O)NCC[C@@H]1CC[C@H](NS(=O)(=O)c2ccccc2C)[C@H](CO)O1
 : 48	1	-24	-9	-13	-4	2[16.7 µM]	nt
Cc1n[nH]c(C)c1NC(=O)CN1CCN(S(=O)(=O)c2ccc(C(F)(F)F)cc2)CC1
 : 0	0	nt	-7	-3	1	nt	0
O=C(COc1ccc(Br)cc1)NCCN1CCCC1
 : 6	-34	8	12	7	22	-3	17
CN(C(=O)C1CCOC1)c1nnc(-c2cccnc2)s1 (configuration not stated)
 : 1	nt	9	nt	nt	nt	1	2
